eLon inh: inhibits E. coli Lon protease. purified E. coli Lon protease, fluorescence polarization. inhibition, % at 7.94 µM. actives 0.42% (n = 360,000). AID 602123; in the data active = inhibition above about 13%, passing the limit was not always enough;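 also: 0% = enzyme with probe and DMSO and 100% = no enzyme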
Target sequence (P0A9M0 whole entry, looked up): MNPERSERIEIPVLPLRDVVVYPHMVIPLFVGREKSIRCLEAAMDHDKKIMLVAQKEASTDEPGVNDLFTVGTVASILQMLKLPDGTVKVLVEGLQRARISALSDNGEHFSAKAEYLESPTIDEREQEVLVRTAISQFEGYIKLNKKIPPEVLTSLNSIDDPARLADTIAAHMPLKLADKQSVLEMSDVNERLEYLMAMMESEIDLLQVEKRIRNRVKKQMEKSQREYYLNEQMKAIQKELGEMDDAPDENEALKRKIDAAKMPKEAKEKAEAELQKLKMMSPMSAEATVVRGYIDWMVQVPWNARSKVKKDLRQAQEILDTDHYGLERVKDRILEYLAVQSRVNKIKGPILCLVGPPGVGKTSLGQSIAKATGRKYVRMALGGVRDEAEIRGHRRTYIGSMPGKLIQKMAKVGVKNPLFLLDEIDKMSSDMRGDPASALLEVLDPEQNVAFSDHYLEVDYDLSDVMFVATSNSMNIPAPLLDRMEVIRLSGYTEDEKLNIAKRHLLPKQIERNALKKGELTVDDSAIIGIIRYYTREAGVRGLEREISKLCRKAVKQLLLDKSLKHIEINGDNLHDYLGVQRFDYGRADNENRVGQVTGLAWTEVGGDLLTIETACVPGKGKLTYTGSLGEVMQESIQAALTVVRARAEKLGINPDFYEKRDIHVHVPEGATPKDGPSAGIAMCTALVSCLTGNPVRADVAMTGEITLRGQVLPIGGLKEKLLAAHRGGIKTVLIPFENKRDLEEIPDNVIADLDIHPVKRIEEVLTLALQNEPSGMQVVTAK
Neddyl block: cullin neddylation inhibition; P61081+Q13564; TR-FRET cullin neddylation, biochemical; calls only at 25 µM; actives 0.58% (n = 360,000); in the data active = inhibition above about 36%
PABP1 MLLE inh: blocks PAM2 peptide binding to the PABP1 MLLE domain; actives 0.36% (n = 360,000); inhibition, % at 20 µM; GST-MLLE / FITC-PAM2 fluorescence polarization; P11940; in the data active = inhibition above about 35%, passing the limit was not always enough;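 also: plate controls were DMSO wells with GST-MLLE for no effect and wells lacking GST-MLLE protein for full effect; some results filed as inactive read as strong as hits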
MsrA inhibitor: bovine MsrA inhibition. purified bovine MsrA, absorbance read-out. inhibition, % at 15.5 µM. actives 0.75% (n = 360,000). AID 651718; in the data active = inhibition above about 4.5%;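 also: 0% = vehicle wells with enzyme and 100% = reference inhibitor wells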
bovine MsrA act: bovine methionine sulfoxide reductase A activation. purified bovine MsrA, absorbance read-out. actives 0.3% (n = 360,000). AID 602163. activation, % at 10.6 µM; in the data active = activation above about 7.5%;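 also: 0% = vehicle and 100% = reference activator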
Rin1-Abl PPI inh: inhibitors of human Rin1-Abl protein interaction; TR-FRET Rin1/Abl binding, biochemical; inhibition, % at 7.35 µM; actives 0.4% (n = 360,000); AID 588664; in the data active = inhibition above about 5%, passing the limit was not always enough
FAS-TE inh: inhibitors of human fatty acid synthase thioesterase domain; actives 0.67% (n = 360,000); recombinant FAS-TE, OMFH fluorogenic substrate, fluorescence endpoint; AID 602261; inhibition, % at 15 µM; P49327;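 active = compounds whose normalised, plate-corrected inhibition of enzyme fluorescence in the single-dose primary screen is 50% or more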;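 also: 0% = DMSO with enzyme and 100% = substrate without enzyme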
CSN inh: blocks human CSN-mediated cullin deneddylation. Q92905. Purified CSN, SCF-Nedd8-OG deneddylation, fluorescence polarization. inhibition, % at 12.5 µM. actives 0.38% (n = 360,000);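 active = pattern-corrected inhibition above about 35%, with an unprinted fluorescence ratio check between 0.5 and 1.5, limit read from the data, passing the limit was not always enough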;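 also: 0% = enzyme with substrate and 100% = substrate without enzyme; some results filed as inactive read as strong as hits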
Target sequence (Q92905 whole entry, looked up, one chain of several): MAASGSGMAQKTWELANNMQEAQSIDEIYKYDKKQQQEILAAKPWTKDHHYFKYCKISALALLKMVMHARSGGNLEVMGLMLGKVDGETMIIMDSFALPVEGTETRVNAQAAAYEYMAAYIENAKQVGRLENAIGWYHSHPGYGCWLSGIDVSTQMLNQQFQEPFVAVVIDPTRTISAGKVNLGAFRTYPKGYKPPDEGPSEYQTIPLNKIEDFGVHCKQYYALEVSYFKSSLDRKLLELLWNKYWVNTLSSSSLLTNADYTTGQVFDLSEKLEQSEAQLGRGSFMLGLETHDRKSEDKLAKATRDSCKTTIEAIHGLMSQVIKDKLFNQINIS
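Assay system: HEK293T-derived human Csn5 enzyme; quantity: 0.24 nM enzyme; medium: Tris/NaCl/DTT buffer, pH 7.5; also added: substrate SCFSkp2-Nedd8OG, 10 nM; doses: 12.5 µM compound; schedule: 90 min reaction at room temperature; signal: FP; read-out: % inhibition of substrate cleavage by Csn5; benchmarks: substrate-only high control, full reaction low control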
Tb MetRS inh: Trypanosoma brucei MetRS inhibition; purified T. brucei MetRS, ATP depletion, Kinase-Glo luminescence; inhibition, % at 11.9 µM; actives 0.4% (n = 360,000);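 active = inhibition above a per-plate cutoff of the control wells' mean inhibition plus 3 SD, cut at about 5.5% in these data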;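 also: 0% = DMSO wells median and 100% = median of wells with control inhibitor compound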
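assay system = parasite MetRS enzyme | timing = 15 min preincubation, 2 h reaction, all 25 °C | evaluation = percent inhibition relative to median high and low control wells | medium = HEPES buffer containing pyrophosphatase, BSA, spermine, DTT | compound = single dose, 11.9 µM final nominal, 0.9% final DMSO | detection = Kinase-Glo luminescence, ATP depletion format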
* = called active by the depositor; i = inactive; x = not tested or not shown. Outcome played no part in choosing rows. About 4% of those tested had a hit in this group.

Each structure is followed by: eLon inh	Neddyl block	PABP1 MLLE inh	MsrA inhibitor	bovine MsrA act	Rin1-Abl PPI inh	FAS-TE inh	CSN inh	Tb MetRS inh
> CC(=O)Nc1ccc(S(=O)(=O)N2CN(c3ccc(C)cc3)c3nc4ccccc4nc32)cc1
 : -1	i	-9	2.1	-3	-2	10	4	-0.5
> COc1ccc(C)cc1NC(=O)C(NC(=O)c1cc(OC)c(OC)c(OC)c1)C(C)C (centres undefined)
 : 1	i	-8	1.1	-4	-4	-2	1	-0.2
> Cc1csc(=O)n1CCC(=O)OCC(=O)Nc1ncc(Cl)cc1Cl
 : 0	i	21	0.5	-2	-3	-5	2	0.3
> COc1cc(NC(=S)NC(=O)c2cc(C)cc(C)c2)ccc1NC(=O)c1cccs1
 : -4	i	26	4.2	-1	1	32	7	-0.6
> Cc1cccc(Nc2nnc(SCC(=O)N(C)C3CCS(=O)(=O)C3)s2)c1C (centres undefined)
 : -11	i	-4	2.1	-3	-3	-10	3	0.2
> COC(=O)c1sc(NC(=O)COc2cccc3ccccc23)nc1C
 : -6	i	2	-0.3	-3	0	2	-5	-0.1
> COCCNC(=O)CSc1nc2scc(-c3ccccc3)c2c(=O)[nH]1
 : 8	i	-73	-0.1	2	-3	-5	5	-0.4
> COC(=O)c1ccc(CNC(=O)CN2C(=O)NC(Cc3ccccc3)(c3ccccc3)C2=O)cc1 (centres undefined)
 : -11	i	-8	0.2	0	-3	3	2	-0.2
> CCCc1c(C(=O)N/N=C/c2ccc(-c3ccccc3)cc2)nnn1-c1nonc1N
 : 3	i	-3	-0.2	4	-4	-6	-2	-0.4
> O=C(COC(=O)Cc1ccc(Br)cc1)NCc1cccs1
 : 0	i	-4	-0.8	-4	4	-6	-4	-0.1
> O=C(OCC(=O)N1N=C(c2ccc(Cl)cc2)CC1c1ccco1)c1cncc(Br)c1 (centres undefined)
 : -9	i	-9	1.2	-4	1	20	13	0.0
> Cc1ccc(S(=O)(=O)C2(C(=O)N3CCN(C4CCCCC4)CC3)CC2)cc1
 : 2	i	-8	-0.4	-2	-3	-1	0	0.3
> CCN(CCN(C)C)C(=O)Cn1ncc2c1-c1cc(C)ccc1OC2
 : -1	i	17	-0.8	0	-2	0	-1	0.1
> C=CC[C@@H](Cc1ccc(F)cc1)C(=O)OC[C@@H]1CCCN1C(=O)[C@@H](CC=C)CC(=O)N[C@H](CO)Cc1ccccc1
 : 3	i	-9	-0.8	0	3	10	0	-0.2
> CC1(C(=O)NS(=O)(=O)C2CC2)CCCN(C(=O)c2cccc(Cl)c2)C1 (centres undefined)
 : -2	i	-7	1.2	-2	2	-7	3	-0.2
> NS(=O)(=O)c1ccc(-c2c(-c3ccccc3)sc3ccccc23)cc1
 : -3	i	16	0.0	-2	0	23	1	-0.1
> N#Cc1ccccc1/C=N/Nc1nc(-c2ccccc2)c2cc(Cl)ccc2n1
 : 11	i	-5	-0.5	0	-1	5	2	0.5
> Cc1cn(C2OC(CC(=O)Oc3ccccc3)C(O)C2O)c(=O)[nH]c1=O (centres undefined)
 : 4	i	-12	-0.3	1	-1	-2	-4	0.1
> Clc1ccc(/C=N/c2c(-c3ccco3)nc3ccccn23)cc1
 : 26*	x	39*	0.8	-2	2	16	-8	-0.2
> COc1ccc(NC(=O)CN(C)C(=O)c2ccc(N3CCOCC3)c([N+](=O)[O-])c2)cc1
 : 1	i	10	0.5	-4	-4	-3	1	-0.3
> Cc1ccc(Nc2ccc(S(=O)(=O)N3CCOCC3)cc2[N+](=O)[O-])c(C)c1
 : -10	i	4	0.3	-2	-1	28	6	-0.2
> CCOC(=O)C1=C(C)N(CCCCCC(=O)O)C(=O)NC1c1ccccc1OS(=O)(=O)c1ccc(C)cc1 (centres undefined)
 : -4	i	6	-0.5	-1	-1	-6	3	0.2
> CCOC(=O)c1ccc(NC(=S)NCCCN2CCOCC2)cc1
 : 0	i	13	0.8	-3	2	-4	1	-0.7
> COC(=O)c1c(-c2cc(OC)cc(OC)c2)sc2ccc(OC)cc12
 : -6	i	7	0.1	-7	-2	29	-6	-2.3
> CCOC(=O)c1sc2ncnc(NCc3ccco3)c2c1C
 : -43	i	-18	3.5	-5	-110	-11	13	-0.8
> COC(=O)CSc1nc2cc3c(cc2cc1C#N)OCO3
 : -2	i	2	1.2	-4	-139	-2	5	-0.7
> COCCCN1C(=O)c2ccccc2C1C(=O)NC1CCCCCC1 (centres undefined)
 : 4	i	1	1.2	0	3	-4	2	-0.3
> Cc1ccc(S(=O)(=O)N2CCN(CC(=O)N/N=C/c3ccc(Br)s3)CC2)cc1
 : -10	i	13	0.0	-5	-5	4	-5	-0.4
> NC(=S)Cc1nc2n(n1)Cc1ccccc1-2
 : -8	i	32	-1.2	-12	3	-10	2	-1.6
> COc1ccc(C=NOCC(=O)OCC(=O)Nc2ccc(OC)cc2)cc1
 : 50*	i	9	0.1	0	0	-3	-2	0.4
> COc1ccc(CNC(=O)Cc2c[nH]c3ccccc23)cc1OC
 : -1	i	-2	1.7	-1	-3	-6	2	0.4
> COc1ccc(CCN(C)C(=O)CN2C(=O)NC3(CCCc4ccccc43)C2=O)cc1OC (centres undefined)
 : -17	i	-10	1.3	-1	-1	-1	3	-0.1
> Cc1oc2ccc(OC(=O)COc3c(F)c(F)c(F)c(F)c3F)cc2c1C(=O)OC(C)C
 : -2	i	10	-1.4	-4	3	3	-2	-0.5
> CCS(=O)(=O)N1CCN(c2ccc([N+](=O)[O-])c(NCc3ccccc3)c2)CC1
 : 2	i	0	0.7	-10	-3	15	6	-1.2
> COc1ccc(OCc2cc(=O)c3ccc4c(c3o2)C=CC(C)(C)O4)cc1OC
 : -9	i	5	0.2	-3	0	29	-5	-0.2
> CN(N=Nc1nc[nH]c1C(=O)NN)C1CCCCC1
 : -9	i	-6	2.1	-1	3	-3	1	-0.2
> CCOC(=O)C1=C(CC)Nc2ccccc2N=C1NC(=O)c1ccc(S(=O)(=O)N(C)C)cc1
 : 6	i	3	-1.4	-9	-4	2	-1	-0.6
> Cc1cc(C(=O)Nc2nnc(C3CC3)s2)c(C)s1
 : -4	i	7	-1.1	-1	0	-7	3	-0.6
> O=C(Nc1cccc(C(=O)O)c1)/C(=C/c1ccccc1)NC(=O)c1cccc(Br)c1
 : 11	i	14	1.6	-3	-1	-2	2	1.8
> COc1ccc(N2CCN(C(=O)COC(=O)c3ccc(C)o3)CC2)cc1
 : 1	i	0	-1.4	-1	-1	-3	-2	-0.1

As entered above:
COc1ccc(CCN(C)C(=O)CN2C(=O)NC3(CCCc4ccccc43)C2=O)cc1OC (centres undefined) @ PABP1 MLLE inh = -10
COCCCN1C(=O)c2ccccc2C1C(=O)NC1CCCCCC1 (centres undefined) @ bovine MsrA act = 0
COC(=O)c1sc(NC(=O)COc2cccc3ccccc23)nc1C @ PABP1 MLLE inh = 2

Continued:
Each structure is followed by: eLon inh	Neddyl block	PABP1 MLLE inh	MsrA inhibitor	bovine MsrA act	Rin1-Abl PPI inh	FAS-TE inh	CSN inh	Tb MetRS inh
> O=C(O)c1ccc2c3c(cccc13)C(=O)N(c1cccc3ccccc13)C2=O
 : -6	i	-10	1.8	-8	4	-6	2	-0.5
> CCCCOC(=O)c1[nH]c2c(c1C)C(=O)CC(c1cc(OC)c(OC)c(OC)c1)C2 (centres undefined)
 : -2	i	8	-0.7	0	1	12	-4	0.2
> N#CC1(Nc2cccc(Br)c2)C(=O)Nc2ccccc21 (centres undefined)
 : -4	i	-18	-0.3	0	-4	12	-4	-0.4
> CC(C)n1c(=NC(=O)c2ccco2)c(C#N)cc2c(=O)n3ccccc3cc21
 : -9	x	4	1.2	0	-10	1	3	-0.8
> COc1ccccc1N(C)S(=O)(=O)c1ccc(C(=O)Nc2cccc(Br)c2)cc1
 : -1	i	-7	2.4	-3	5	38	-2	0.2
> O=C(O)c1cc(O)c2c(c1)[C@H]([C@H]1c3cc(C(=O)O)cc(O)c3C(=O)c3c(O[C@@H]4O[C@H](CO)[C@@H](O)[C@H](O)[C@H]4O)cccc31)c1cccc(OC3O[C@H](CO)[C@@H](O)[C@H](O)[C@H]3O)c1C2=O (some centres undefined)
 : 3	i	52*	1.8	-6	12	3	-1	1.0
> O=S1(=O)CC(N2CCN(CC3CC3)CC2)CN1Cc1ccccc1 (centres undefined)
 : 0	i	3	1.2	-3	1	-8	3	0.4
> C[C@@H]1CN([C@@H](C)CO)C(=O)CCCn2nncc2CO[C@@H]1CN(C)C(=O)Nc1ccc(N2CCN(C)CC2)cc1
 : -5	i	5	0.3	-3	2	-10	0	-0.1
> Cc1c(C(=O)N2CCOCC2)c(S(=O)(=O)Nc2ccc(OC(F)(F)F)cc2)c(C)n1C
 : 6	i	-3	-1.4	-3	4	-4	3	-0.1
> CCn1cc(CNC(=O)CCc2ccc(OC)cc2)cn1
 : -5	i	3	0.6	1	-2	-5	1	0.2
> COc1ccc(NC(=O)c2cc3nc(-c4ccccc4)cc(-c4ccccc4)n3n2)c(OC)c1
 : -1	i	-5	0.1	-3	-1	26	1	0.5
> O=S1(=O)CCOCCCN1Cc1cccc(F)c1
 : -10	i	6	-0.9	0	-1	-9	-2	-0.2
> CC(OC(=O)CN1C(=O)NC2(CCCC2)C1=O)C(=O)Nc1cccc(Cl)c1Cl (centres undefined)
 : -10	i	22	0.5	-2	-1	-7	-4	-0.2
> CCCn1c(N)nc2ccccc21
 : -4	i	-4	-0.5	-9	3	-10	2	0.4
> O=C1CC(N2CCCCCC2)C(=O)N1c1ccc(F)cc1 (centres undefined)
 : 3	i	19	0.2	-4	6	-13	3	-0.1
> O=C(Cn1c(NCCO)nc2ccccc21)c1cccs1
 : -5	i	5	-0.4	-1	1	-3	1	-1.1
> O=C(COC(=O)c1ccc(F)cc1F)Nc1ccc(Cl)cn1
 : 1	i	5	-0.8	-6	2	7	0	-0.5
> COc1ccc(C2C(C(C)=O)=C(C)N=c3s/c(=C\c4cc(C)n(C)c4C)c(=O)n32)c(OC)c1 (centres undefined)
 : i	i	49	0.8	2	-1	-120	101	0.0
> COc1ccc(C(=O)N2CCN(CCNC(=O)C(=O)Nc3ccc(F)cc3)CC2)cc1OC
 : 2	i	-8	-1.1	-5	2	-8	2	-0.7
> Oc1cccc(-c2ccc3nccn3c2)c1
 : -22	i	-16	-0.1	-1	-7	-7	6	0.2
> COc1ccc(S(=O)(=O)N(C)C[C@H]2OCc3cnnn3CCCC(=O)N([C@H](C)CO)C[C@@H]2C)cc1
 : 4	i	0	0.5	-6	2	-10	4	-1.0
> CCOC(=O)Nc1ccc(OC(=O)Oc2ccc(NC(=O)OCC)cc2)cc1
 : 4	i	-4	-0.7	2	-1	3	2	-0.2
> COc1ccc(N(C)S(=O)(=O)c2cccc(C(=O)Nc3ccc4c(c3)OCCO4)c2)cc1
 : 7	i	-2	1.7	-8	0	16	-5	-0.4

Reprinted at random: 3 compounds from above
Each structure is followed by: eLon inh	Neddyl block	PABP1 MLLE inh	MsrA inhibitor	bovine MsrA act	Rin1-Abl PPI inh	FAS-TE inh	CSN inh	Tb MetRS inh
> O=C1CC(N2CCCCCC2)C(=O)N1c1ccc(F)cc1 (centres undefined)
 : 3	i	19	0.2	-4	6	-13	3	-0.1
> Cc1csc(=O)n1CCC(=O)OCC(=O)Nc1ncc(Cl)cc1Cl
 : 0	i	21	0.5	-2	-3	-5	2	0.3
> Cc1cn(C2OC(CC(=O)Oc3ccccc3)C(O)C2O)c(=O)[nH]c1=O (centres undefined)
 : 4	i	-12	-0.3	1	-1	-2	-4	0.1

Assay outcomes from PubChem BioAssay.
